# Screening results from PubChem BioAssay.
# AmpC inh det: AmpC beta-lactamase inhibition, detergent assay; P00811; purified AmpC, nitrocefin hydrolysis with detergent; Potency, µM (titrated, usually from 28.7 µM), for the others: at the highest dose activity change, negative = inhibition; actives 0.09% (n = 71,000); AID 584; active = well fitted curve in the direction sought with a large enough effect
# Target sequence (P00811 whole entry, looked up): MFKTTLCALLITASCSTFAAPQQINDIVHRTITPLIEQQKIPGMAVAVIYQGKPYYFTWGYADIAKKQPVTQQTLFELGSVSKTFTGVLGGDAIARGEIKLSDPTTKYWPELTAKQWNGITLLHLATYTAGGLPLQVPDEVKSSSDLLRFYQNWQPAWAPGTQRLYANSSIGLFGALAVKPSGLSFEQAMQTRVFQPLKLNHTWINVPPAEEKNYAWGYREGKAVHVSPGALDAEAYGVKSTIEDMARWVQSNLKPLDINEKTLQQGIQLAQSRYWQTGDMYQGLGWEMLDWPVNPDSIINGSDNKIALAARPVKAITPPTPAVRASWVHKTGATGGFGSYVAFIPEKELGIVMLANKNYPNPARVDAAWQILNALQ
#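 E. coli AmpC (5.3 nM) in 20 mM phosphate pH 7.0 with 0.01% Triton X-100, preincubated 15 min RT with compound; nitrocefin (2 uL of 800 uM stock) hydrolysis followed by 480 nm absorbance every 20 s over 4 min.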
# Active calls of the source: *; & = joins results of further samples; [ ] = another dose, or the depositor's remark. % is set by controls: 0 for no effect and ±100 for the full control effect; potency is the fitted concentration of half-maximal effect. These rows are one share of the data (hit frequency here may not be typical).
SMILES,AmpC inh det
CC1=C(C(=O)OCc2ccccc2)C(c2cccc([N+](=O)[O-])c2)NC(=O)N1CCCCCC(=O)O (stereo not drawn),18.2%
Cc1cc(=O)[nH]c(SCn2nnc3ccccc3c2=O)n1,-5.9%
COc1ccc(-c2nnc(SCC(=O)N3CCCC3)o2)cc1OC,0.1%
Cc1cc2ccccc2c(=O)n1CC(=O)NCC(=O)N1CCCC1,-2.8%
CCS(=O)(=O)N1CCC(C(=O)N2CCOCC2)CC1,0.3%
COc1ccc(COC(=O)c2n[nH]c3ccccc23)cc1F,-0.8%
CCOC(=O)Cn1c(=O)c2c(nc(Br)n2Cc2ccccc2)n(C)c1=O,13.3%
CC1(C)CC(=O)c2cc(C(=O)NCc3ccco3)c(=O)n(-c3ccc(Cl)cc3)c2C1,-2.6%
Cc1nc2ccccc2c(=O)n1CCCn1ccnc1,2.5%
COc1ccccc1-n1c(SCC(=O)NC2CCCC2)nc2cccnc21,6.4%
CCN(C(=O)Cc1c(C(=O)O)[nH]c2ccccc12)c1cc(OC)ccc1OC,-2.4%
C/C(O)=C\c1nc(=O)c2c(C)cc(C)nc2n1-c1ccccc1,-5.1%
Clc1ccc(COn2nnc3ccccc32)c(Cl)c1,-2.3%
N#Cc1ccc(CSc2nnc(-c3ccccn3)n2-c2ccccc2)cc1,-5.3%
CCn1c(=O)cc(OCC(=O)N2CCCC2)c2ccccc21,4.4%
CCC1CCCCN1C(=O)CSc1nnc(CNC(=O)c2ccco2)o1 (stereo not drawn),-1.5%
COc1ccc(C(OC(=O)c2ccco2)C(=O)NC2CCCCC2)cc1OC (stereo not drawn),-2.4%
O=C(CS(=O)(=O)Cc1ccccc1)N1CCc2ccccc21,-1.8%
CN1CCN(CCCN2c3ccccc3Sc3ccc(Cl)cc32)CC1,-1.6%[12.8 µM]
CC(Oc1ccccc1)C(=O)Nc1ccc(C(N)=O)cc1 (stereo not drawn),-0.9%
CC1CC(C)CN(CCCNC(=O)CC2Oc3ccccc3NC2=O)C1 (stereo not drawn),11.4%
COC(=O)C(C)Sc1nnc(Cc2cc(=O)[nH]c(=O)[nH]2)n1-c1ccc(OC)cc1 (stereo not drawn),13.3%
COc1cccc(C(=O)N(Cc2ccc3c(c2)OCO3)Cc2nc3ccccc3c(=O)[nH]2)c1,-3.0%
O=C(NCC1CCCO1)Nc1cccc(Cl)c1 (stereo not drawn),-4.5%
Cc1nc(SCc2c(F)cccc2Cl)n[nH]1,-5.1%
# Later entries
SMILES,AmpC inh det
CC(C)(C)c1ccc(CN2CCN([C@H](c3ccccc3)c3ccc(Cl)cc3)CC2)cc1,-1.9%[5.75 µM]
c1c[nH]c(CN2CCN(Cc3ncc[nH]3)CC2)n1,-6.3%[5.75 µM]
Cn1cc(Cl)c(C(=O)NC2CCCC2)n1,5.7%
O=C(CCNC(=O)Cn1ccc2ccccc2c1=O)NCCN1CCc2ccccc2C1,-5.2%
O=[As](O)(O)c1ccc(Cc2ccc([As](=O)(O)O)cc2)cc1,-2.2%[5.75 µM]
COc1ccccc1N1CCN(CC(=O)Nc2ccc(C)c(F)c2)CC1,15.0%
O=C(OCC(=O)N1CCCc2ccccc21)c1ccc(Br)o1,1.2%
Cc1cnc(CNc2nc(-c3ccc4c(c3)OCO4)nc3ccccc23)cn1,9.2%
CNC(=O)CSc1nnc(CCc2ccccc2)n1-c1ccccc1,0.4%
CCn1nc(C)c(NC(=O)CSc2nnc(-c3ccco3)n2C)c1C,-3.0%
Nc1ncnc2oc(-c3ccco3)c(-c3ccco3)c12,-2.4%
CC(=O)OC(Cn1ccnc1)c1ccccc1 (stereo not drawn),-3.5%
Cc1cc(N)n(C2CCN(C)CC2)n1,11.9%
COc1ccc(C(=O)NC2(C(F)(F)F)N=C3SCCN3C2=O)cc1 (stereo not drawn),-3.4%
Cn1c(SCC(=O)N2CCCc3ccccc32)nnc1-c1ccccc1,18.4%
COCCN(C(=O)C(F)(F)F)C(C(=O)NC1CCCCC1)c1ccco1 (stereo not drawn),12.9%
Cc1ccc2c(c1)NC(=O)C(CC(=O)Nc1ccc(CN3CCC(C)CC3)cc1)O2 (stereo not drawn),11.7%
N#Cc1ccc(NC(=O)N2CCC(c3nc4c(nnn4Cc4cccc(Cl)c4)c(=O)[nH]3)CC2)cc1,-7.8%
COc1ccc(C)cc1NC(=O)CN(C)S(=O)(=O)c1cccs1,7.9%
COc1cc2ccc(=O)oc2c(O)c1OCC=C(C)C,-1.3%&2.4%
CNCC[C@@H](Oc1ccccc1C)c1ccccc1,-8.1%
CCOC(=O)c1c(C)[nH]c(C(=O)COC(=O)c2ccc(N3CCCC3=O)cc2)c1C,15.0%
COC(=O)c1ccccc1NC(=O)CN1CCC(NC(=O)c2ccc(C)cc2)CC1,12.2%
CCCCCCCC/C=C\CCCCCCCC(N)=O,1.1%
O=C(CNS(=O)(=O)c1ccc(F)cc1)N1CCN(c2ccccc2)CC1,-3.3%

# Exported as tab-separated lines: entries from further up.
structure	AmpC inh det
Cn1cc(Cl)c(C(=O)NC2CCCC2)n1	5.7%
O=C(CCNC(=O)Cn1ccc2ccccc2c1=O)NCCN1CCc2ccccc2C1	-5.2%
O=[As](O)(O)c1ccc(Cc2ccc([As](=O)(O)O)cc2)cc1	-2.2%[5.75 µM]
COc1ccccc1N1CCN(CC(=O)Nc2ccc(C)c(F)c2)CC1	15.0%
O=C(OCC(=O)N1CCCc2ccccc21)c1ccc(Br)o1	1.2%
Cc1cnc(CNc2nc(-c3ccc4c(c3)OCO4)nc3ccccc23)cn1	9.2%
CNC(=O)CSc1nnc(CCc2ccccc2)n1-c1ccccc1	0.4%

# The results go on:
SMILES,AmpC inh det
CCOc1ccc(-n2c(SCC(=O)NCc3ccco3)nc3c([nH]c4ccccc43)c2=O)cc1,-0.6%
C[N+](C)(C)CC(=O)O,-1.7%
CN(Cc1ccco1)c1ncncc1-c1cccc(C#N)c1,9.1%
Cc1noc(C)c1CSc1nnc2scc(-c3ccccc3)n12,2.4%
CCOC(=O)c1ccccc1NC1CC(=O)N(c2ccccc2C)C1=O (stereo not drawn),-3.7%
COC(=O)c1ccc(C(NC(=O)OCc2ccccc2)/C(=C/[C@@H](C)C(=O)NCc2cccnc2)c2cccnc2)cc1 (stereo partly drawn),23.4%
CCOCCOC(=O)c1cccc(NC(=O)OCC)c1,5.9%
CCn1nnc(-c2ccccc2NS(=O)(=O)c2ccc(S(=O)(=O)N3CCCCCC3)cc2)n1,2.6%
COc1cc2[nH]c(=O)n(CCCCCC(=O)N3CCN(c4ccccn4)CC3)c(=O)c2cc1OC,1.0%
O=C1OC(Nc2ccc(F)cc2F)c2ccccc21 (stereo not drawn),9.9%
O=C(CSc1nnc(-c2ccccc2)o1)Nn1cnnc1,-1.7%
COc1cc2c(cc1O)C[C@@H]1c3c(cc(O)c(OC)c3-2)CCN1C,-3.8%[5.75 µM]
Cc1ccc(S(=O)(=O)NCC(=O)N(CCc2ccccc2)CC(=O)NCc2ccco2)cc1,-7.1%
CC1(C)C(=O)Nc2ccccc2N1C(=O)CN1C(=O)c2ccccc2C1=O,-4.6%
COc1cccc(OC)c1C(=O)Nc1ccc(S(=O)(=O)Nc2cc(C)nc(C)n2)cc1,10.5%
CCN(CC)CCCNC(=O)Cn1cc2c(n1)CCC(C)C2 (stereo not drawn),1.0%
COc1ccccc1C(=O)Nc1ncc2c(n1)CC(c1ccco1)CC2=O (stereo not drawn),-0.6%
COc1cc(SC)ccc1C(=O)Nc1ccon1,2.1%
CN(C)c1ccc(C(=O)c2ccccc2C(=O)O)c(O)c1,8.9%
CC(=O)Nc1nc(CC(=O)c2ccccc2)cs1,11.1%
Cc1ccc(S(=O)(=O)N2CCC(C(=O)N[C@@H](C)C(=O)Nc3ccc4c(c3)OCO4)CC2)cc1,-4.6%
Brc1ccc(CSc2ncn[nH]2)cc1,6.2%
Cc1cc(-n2c(SCC(=O)NCc3cccs3)nc3n[nH]c(C)c3c2=N)ccc1Cl,-2.9%
COc1ccc(Br)cc1C(=O)O,-0.9%
CCNC(=O)c1ccccc1NC(=O)c1cccc(S(=O)(=O)N2CCC(C)CC2)c1,-3.8%
# (continued)
SMILES,AmpC inh det
COc1ccccc1-c1cc(N)n[nH]1,-1.6%
C=CCSc1nnc(-c2ccccc2NC(C)=O)c(=O)[nH]1,-1.9%
CC(C)C[C@@H](CC(=O)N[C@@H](CCCN)CC(=O)N[C@@H]1CCCC[C@H]1C(=O)N[C@H](CC(=O)N[C@@H](CCC(=O)O)CC(=O)O)CC(C)C)NC(=O)[C@@H]1CCCC[C@H]1N,15.0%
Cc1ccc(S(=O)(=O)N2CCN(C(=O)CSc3nnnn3C)C2)cc1,-0.6%
Cn1nc(-c2ccc(Cl)cc2)c2cc(C(=O)N3CCN(c4ccccc4)CC3)sc21,12.6%
CCOC(=O)N(C)c1ccc(C(O)(C(=O)OCC)C(F)(F)F)cc1 (stereo not drawn),-4.0%
CCOC(=O)N1CCN(C(=O)c2nc3ccccc3s2)CC1,-7.8%
Cc1ccc(-c2nnc(N(C)C(=O)C3CCCO3)s2)cn1 (stereo not drawn),-2.0%
CCc1ccc(NC(=O)Nc2cccs2)cc1,-2.9%
Cc1cccc(N2CCCn3c2nc2c3c(=O)n(CC(=O)OCc3ccccc3)c(=O)n2C)c1,-0.4%
CCOC(=O)Cc1c(C)c2c(O)cc(O)cc2oc1=O,1.7%
COc1ccccc1C(=O)Nc1ccc2c(c1)OCO2,1.0%
CCOC(=O)N1CCN(S(=O)(=O)c2ccc(OC)c3ccccc23)CC1,-3.1%
Cn1c(=O)[nH]c(=O)c2c1nc(CN1CCN(c3ccc(F)cc3)CC1)n2CCc1ccccc1,-1.8%
COc1ccccc1NC(=O)Cc1noc(CN(C)Cc2cccs2)n1,-7.1%
CC(=O)Nc1ccc(S(=O)(=O)n2nc(C)cc2C)cc1,1.1%
CCOC(=O)c1c(C)[nH]c(C(=O)COC(=O)c2ccc(F)c(S(=O)(=O)N3CCOCC3)c2)c1C,-0.9%
Cn1c(=O)cc(OCCCC(=O)NCCN2CCN(c3ccccc3F)CC2)c2ccccc21,5.0%
CCOC(=O)N1CCC(NC(=O)CCC(=O)N2CCOc3ccc(C)cc32)CC1,1.4%
c1ccc(Nc2ccccc2)cc1,9.1%
COC(=O)CSc1nc2ccc(NC(=O)CSc3nnnn3Cc3ccccc3)cc2s1,-0.3%
COCCCNC(=O)CN(Cc1ccc(Cl)cc1)S(C)(=O)=O,0.8%
COC(=O)c1cccc(N(C(=O)CNC(=O)c2ccco2)C(C(=O)NC2CCCC2)c2ccco2)c1 (stereo not drawn),-1.4%
COc1ccc(OC)c(S(=O)(=O)Nc2cc(OC)c(Cl)cc2OC)c1,-0.2%
COc1ccccc1NC(=O)CC(NCc1ccccc1)C(=O)O (stereo not drawn),-3.4%
# The results go on:
SMILES,AmpC inh det
COc1cccc(C2=NOC(C(=O)NCc3ccccn3)C2)c1 (stereo not drawn),-4.9%
CCCCOC(=O)CSc1nnc(N)s1,-3.8%
Cc1nn(-c2ccccc2)c2sc(C(=O)N(CC(=O)NC(C)(C)C)Cc3ccco3)cc12,-6.1%
COc1cc(C2=NOC(C(=O)NCc3ccco3)C2)cc(OC)c1OC (stereo not drawn),-3.0%
Cc1ccc(S(=O)(=O)c2c(C)nn(C(C)(C)C)c2OC(=O)c2cccs2)cc1,-3.9%
COc1cc(NC(=O)COc2ccc(-n3cnnn3)cc2)c(OC)cc1Cl,6.0%
Cc1ccc2nc(N3CCN(C(=O)c4cccs4)CC3)c(C#N)cc2c1,8.0%
CCCn1c(=O)c(Cc2ccccc2)c(O)c2ccccc21,13.2%
O=C(O)[C@@H]1CCCN1c1ncnc2sc3c(c12)CCC3,11.5%
N[C@H](Cc1ccc2oc3cc(=O)c4ccccc4c-3nc2c1)C(=O)O,-2.8%[5.75 µM]
COc1cccc(Oc2cn[nH]c2-c2ccc(OC)cc2O)c1,-1.2%
O=C(CCSc1ccc(Cl)cc1)N1CCN(c2ncccn2)CC1,-2.1%
C=C(C)COc1ccc(-c2nc(N)ncc2Oc2ccccc2OCC)c(O)c1,-5.3%
CS(=O)(=O)N1CCCC(C(=O)NC2CCCCCCC2)C1 (stereo not drawn),-4.1%
O=S(=O)(c1cc(Cl)ccc1Cl)N1CCN(Cc2ccc3c(c2)OCO3)CC1,13.0%
COc1cc2[nH]c(=O)n(CCC(=O)NC3CCN(Cc4ccccc4)CC3)c(=O)c2cc1OC,-3.2%
CCOC(=O)CSc1cc(=O)n(C)c2cc(Cl)ccc12,-1.9%
Cc1c(C(=O)N2CCCCC2)sc(N)c1C#N,11.8%
CSc1nc(-c2ccccc2)ccc1C(N)=O,-1.5%
Cc1cc(=O)oc2cc(OCC3CC(c4ccc(N(C)C)cc4)=NO3)ccc12 (stereo not drawn),-4.8%
CCCC(=O)C1=C(c2ccccc2)C(C#N)(C#N)C(C#N)=C1N,-6.1%
CC(C)NC(=O)N1CCC2(CC1)CCN(C(=O)c1cc(C(F)(F)F)cc(C(F)(F)F)c1)CC2,0.1%
COCC(C)n1c(C)cc(C(=O)Cn2c(=O)oc3ccccc32)c1C (stereo not drawn),-1.3%
Nc1nc(SCCOc2ccccc2)n[nH]1,-3.3%
Cc1nnc(SCC(=O)N2CCN(S(=O)(=O)c3ccc(Cl)cc3)CC2)n(N)c1=O,-3.2%
COCCn1c(=O)c(-c2ccc(F)cc2)nc2cnc(OC)nc21,-1.4%
CC(=O)NCCc1ccc(S(=O)(=O)N2CCCC2)cc1,6.3%
O=C1C2C3CCCC3=C3CCCC3C2C(=O)N1c1ccc(Cl)cc1 (stereo not drawn),19.4%

# By substructure: the entries above containing a CF3 group
SMILES,AmpC inh det
COc1ccc(C(=O)NC2(C(F)(F)F)N=C3SCCN3C2=O)cc1 (stereo not drawn),-3.4%
COCCN(C(=O)C(F)(F)F)C(C(=O)NC1CCCCC1)c1ccco1 (stereo not drawn),12.9%
CCOC(=O)N(C)c1ccc(C(O)(C(=O)OCC)C(F)(F)F)cc1 (stereo not drawn),-4.0%
CC(C)NC(=O)N1CCC2(CC1)CCN(C(=O)c1cc(C(F)(F)F)cc(C(F)(F)F)c1)CC2,0.1%
